D1 agonist: activates the human D1 dopamine receptor | AID 504660 | P21728 | activation, % at 2 µM | HEK293 T-REx D1 cells, calcium flux, agonist mode | hit rate 1% among 360,000; in the data active = activation above about 30%; note: 0% is about no effect
Target sequence (P21728 whole entry, looked up): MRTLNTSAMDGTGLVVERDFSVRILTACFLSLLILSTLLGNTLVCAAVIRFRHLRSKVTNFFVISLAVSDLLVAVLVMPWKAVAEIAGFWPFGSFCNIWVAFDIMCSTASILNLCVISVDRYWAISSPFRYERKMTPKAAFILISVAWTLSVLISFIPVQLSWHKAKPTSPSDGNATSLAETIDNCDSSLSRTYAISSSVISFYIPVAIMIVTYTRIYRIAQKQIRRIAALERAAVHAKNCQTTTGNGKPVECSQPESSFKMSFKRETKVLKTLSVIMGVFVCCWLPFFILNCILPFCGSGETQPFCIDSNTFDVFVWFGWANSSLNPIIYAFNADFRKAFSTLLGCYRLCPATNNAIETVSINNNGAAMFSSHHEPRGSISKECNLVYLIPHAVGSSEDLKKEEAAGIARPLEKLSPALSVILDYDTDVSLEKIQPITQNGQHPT
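Inducible HEK293 T-REx D1 cells, force-coupled to calcium signalling, were plated at 4000 cells/well with tetracycline and held overnight at 30 C. After no-wash calcium dye loading, compound-evoked calcium rise over 180 s flagged agonists.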
D1 potentiator: human D1 dopamine receptor positive modulation; HEK293 TREx D1 cells, calcium flux, dopamine EC20 potentiation; potentiation, % at 10 µM; hit rate 0.036% among 360,000; in the data active = potentiation above about 30%; note: 0% is about no effect
Vif-A3F inh: blocks the Vif interaction with APOBEC3F. HeLa A3F-eYFP + Vif (tagged APOBEC3F with the HIV-1 protein that degrades it), YFP fluorescence increase. Potency, µM (top dose mostly 46.1 µM), for the others: at the top dose activity, negative = active. hit rate 0.2% among 390,000. AID 602313; note: potency is the fitted concentration of half-maximal effect; % of control where 0% means no effect; nearly all actives have a fitted effect of over 65% in size
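Fluorescence increase (Ex 488/Em 500-530) after overnight compound treatment at 37 deg C flags inhibition of Vif-driven A3F-eYFP loss in stable HeLa A3F-eYFP/Vif cells seeded overnight beforehand.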
D2 potentiator: positive allosteric modulators of human D2 dopamine receptor; P14416; HEK293 T-REx D2, calcium flux, EC20 dopamine potentiation; potentiation, % at 10 µM; hit rate 0.34% among 340,000;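 active = potentiation over 3 SD above the plate norm, cut at about 30% in these data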; note: 0% is about no effect
Target sequence (P14416 whole entry, looked up): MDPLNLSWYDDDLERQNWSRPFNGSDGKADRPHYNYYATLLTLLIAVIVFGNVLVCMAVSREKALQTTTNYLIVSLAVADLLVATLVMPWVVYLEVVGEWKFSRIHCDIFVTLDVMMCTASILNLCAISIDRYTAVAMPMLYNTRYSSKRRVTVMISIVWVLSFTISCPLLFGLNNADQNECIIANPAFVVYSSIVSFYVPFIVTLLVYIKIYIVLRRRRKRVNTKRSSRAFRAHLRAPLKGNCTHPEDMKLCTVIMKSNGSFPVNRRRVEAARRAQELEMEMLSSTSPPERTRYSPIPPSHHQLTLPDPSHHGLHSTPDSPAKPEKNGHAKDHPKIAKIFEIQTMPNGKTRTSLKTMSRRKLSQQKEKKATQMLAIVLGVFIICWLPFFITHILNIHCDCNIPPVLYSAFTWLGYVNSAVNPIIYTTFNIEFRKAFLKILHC
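Using a no-wash calcium dye in inducible, force-coupled HEK293 Trex cells expressing D2, we tracked fluorescence each second for 180 s after compound, then for 180 s after EC20 dopamine to detect augmented signalling.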
Glioma ERSR ind: ER stress response induction in glioma; U87-MG GRP78 promoter luciferase reporter, 16 h; Potency, µM, without a hit: at the top dose activation, actives largely listed as activators; hit rate 0.02% among 420,000; AID 602332; note: potency is the fitted concentration of half-maximal effect; series mostly up to about 76 µM; % of control where 0% means no effect; nearly all actives have a fitted effect of over 35% in size
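Stably transfected U87-MG human glioma cells carrying a GRP78-based luminescent sensor were seeded at 1000 cells/well, pin-dosed with compounds and incubated 16 h. Luciferase reagent was then added, and end-point luminescence was read after 10 min at room temperature.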
Vif-APOBEC3G blk: blocks the Vif interaction with human APOBEC3G | Q9HC16 | HeLa A3G-eYFP + Vif (tagged APOBEC3G with the HIV-1 protein that degrades it), YFP fluorescence, overnight | Potency, µM (doses to about 46.1 µM), for inactives: at the highest dose activity, negative = active, actives largely listed as inhibitors | hit rate 0.076% among 410,000 | AID 602310;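 note: potency is the fitted concentration of half-maximal effect; % is set by controls: 0 for no effect and ±100 for the full control effect; nearly all actives have a fitted effect of over 60% in size; hits raise eYFP signal because A3G escapes Vif-driven loss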
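Read-out is eYFP fluorescence (Ex 488/Em 500-530) from Vif-expressing HeLa A3G-eYFP cells; more signal means A3G escaped Vif-mediated degradation. Cells plated overnight, compound pinned in, incubated overnight at 37 deg C.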
D1 antagonist: antagonists of human D1 dopamine receptor | activity change, negative = inhibition, % at 10 µM | P21728 | hit rate 3.2% among 360,000 | HEK293 TREx D1 cells, calcium flux, dopamine EC80; hits give low values; in the data active = activity change below about -30%; note: % is set by controls: 0 for no effect and ±100 for the full control effect
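Tetracycline-induced HEK293 Trex D1 cells, force-coupled to calcium, dye-loaded; compounds added and read 180 s, then EC80 dopamine added and calcium flux tracked kinetically another 180 s.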
RXFP1 ag: RXFP1 (human) receptor agonism. Q9HBX9. HEK293T-RXFP1 cAMP TR-FRET, 30 min; response scale: percent of porcine relaxin response, buffer zero. Potency, µM (top dose mostly 57.5 µM), for the others: top-dose activation, usual class: activators. hit rate 0.3% among 370,000. AID 2676; note: potency is the fitted concentration of half-maximal effect; % is set by controls: 0 for no effect and ±100 for the full control effect; nearly all actives have a fitted effect of over 60% in size; many of its hits are not listed in these tables
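Agonist response is measured as cAMP accumulation in an RXFP1-transfected HEK293T line under PDE4 inhibition. Values are scaled between buffer-only and 29 nM porcine relaxin, and EC50s come from standard Hill equation fits.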
LDHA inh: inhibitors of human lactate dehydrogenase A; purified LDHA, NADH/diaphorase-resazurin fluorescence; hits give low values; activity change, % (values are at about 110 or 230 µM); hit rate 0.15% among 480,000; in the data active = activity change below about -30%; inconclusive = mostly about -25% to -30%;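 note: plate controls were DMSO wells for no effect and wells without enzyme for full effect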
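LDH5 2 nM; NADH 0.06 mM, pyruvate 0.2 mM; 200 mM Tris pH 7.4, EDTA, Tween-20; 5 min RT. Detection: diaphorase 0.133 mg/mL + resazurin 37 µM, fluorescence ex540/em590 at 0 and 20 min; normalized to enzyme-free and DMSO wells.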
* = called active by the depositor; ? = inconclusive; . = no result given; & = joins results of further samples. Unless noted, calls come from the whole dose curve; as a rule, active = well fitted curve in the direction sought with a large enough effect; inconclusive = small, poorly fitted or top-dose-only effect, or another doubt; inactive = no such curve, though single readings can be large; an effect the other way counts as inactive or inconclusive.

SMILES	D1 agonist	D1 potentiator	Vif-A3F inh	D2 potentiator	Glioma ERSR ind	Vif-APOBEC3G blk	D1 antagonist	RXFP1 ag	LDHA inh
COc1cc(C(C2C(=O)CC(C)(C)CC2=O)C2C(=O)CC(C)(C)CC2=O)ccc1O	4	-9	3%	17	?	-1%	1	1.4%	4
O=S1(=O)CCN(Cc2cccc(Cl)c2)CC1	1	10	7%	15	-1%	0%	0	0.2%	-9
CSC[C@H]1CN(c2ccc(Br)cc2)C(=O)[C@@H]1CC(=O)Nc1ccc(Br)cc1	.	.	0%	.	-3%	-1%	.	.	0
C=CCC[C@@H](Cc1ccc(F)cc1)C(=O)OC[C@@H](C)NC(=O)[C@@H](CC=C)CC(=O)N[C@H](CO)Cc1ccccc1	.	.	-1%	.	-4%	-7%	.	.	1
O=C1c2ccccc2C(=O)N1Cc1nn2c(-c3ccc(Cl)cc3)nnc2s1	1	-5	-6%	-6	4%	0%	19	?	-2
CCOc1ccc(N2CC(c3nc4ccccc4n3CCOc3ccccc3)CC2=O)cc1 (centres undefined)	2	0	1%	.	-1%	-1%	2	-2.6%	-8
COc1ccc(NC(=O)CCc2nc3c(C)nn(-c4ccc(C)cc4)c3n(C)c2=O)c(OC)c1	0	2	4%	0	-2%	-1%	-10	5.5%	0
N#Cc1ccccc1Cn1c(=O)n(-c2cccc(C(F)(F)F)c2)c(=O)c2sccc21	1	0	-5%	-3	-3%	-4%	6	0.7%	-8
COc1ccc(CCC(=O)NCc2ccccc2Cl)cc1OC	1	-2	7%	7	-3%	0%	1	1.3%	-3
Cc1ccc(Cl)cc1N1CCN(C(=O)c2cc(S(=O)(=O)N3CCCCC3)cn2C)CC1	5	-2	2%	-9	-2%	-3%	-16	-0.6%	-4
Nc1oc2ccccc2c1C(=O)Cc1ccccc1O[C@@H]1O[C@H](CO)[C@@H](O)[C@H](O)[C@H]1O	3	1	-4%	8	-2%	4%	3	0.4%	-4
O=C(CCCSc1nc2ccccc2s1)Nc1nccs1	9	-5	-4%	13	-13%	1%	-7	-0.6%	-5
O=C(NCc1ccco1)c1ccc(Cn2c(SCc3ccccc3F)nc3cccnc32)cc1	2	-2	0%	3	1%	-3%	10	4.9%	0
O=C(O)CCc1ccc(-c2ccccc2)n1CC(=O)Nc1cccc(C(F)(F)F)c1	1	-9	2%	0	-2%	-8%	-65*	1.1%	1
O=C1CC(c2cccc([N+](=O)[O-])c2)c2c(ccc3ccccc23)N1 (centres undefined)	1	-1	-10%	.	-7%	?	-11	-0.2%	3
O=c1cc(CN2CCCc3ccccc32)nc2sccn12	0	1	?	-5	1%	1%	16	17%	14
c1ccc2c(c1)Nc1cc3ccccc3cc1O2	.	.	-7%	.	4%	-5%	.	.	-11
O=C(CCc1ccccc1)NC(=S)Nc1cccc(Br)c1	3	-4	?	6	2%	?	24	0.7%	1
CC(CCc1ccccc1)NC(=O)Cc1ccc([N+](=O)[O-])cc1 (centres undefined)	5	-3	-2%	-3	-3%	2%	-5	2.9%	-11
COCCn1c(SCC(=O)N2CCCCCC2)nc2c([nH]c3ccccc32)c1=O	0	-10	9%	-2	-2%	0%	18	11%	-2
CCCCN(Cc1cc2cc(OC)ccc2[nH]c1=O)C(=O)c1ccccn1	3	-2	-4%	-2	-2%	-8%	-7	1.9%	3&1
O=C(/C=C/c1ccccc1Cl)Nc1cccc(O)c1	4	-3	-1%	-3	-8%	?	-12	2.1%	-2
CCNC(=O)C(C)NC(=O)C1=NN(c2ccccc2)C(=O)CC1 (centres undefined)	1	1	-11%	2	0%	3%	3	-0.2%	1
CCCCn1c(-c2cc(Cl)ccc2OC)n[nH]c1=S	3	-4	0%	-12	-2%	1%	-5	1.1%	-4
Cc1ccc(Cc2cn3cc(-c4ccccc4)nc3s2)cc1	14	-5	-3%	5	-6%	1%	-23	0.8%	-7
C=CCC(C)(NCc1ccccc1)c1ccco1 (centres undefined)	6	-11	5%	0	-7%	-1%	0	1.2%	-13
O=C(NCc1cccc(Cl)c1)c1ccc(NC(=O)N2CC3CCCN3c3ccccc32)cc1 (centres undefined)	2	-1	-14%	-5	-4%	-3%	-11	0.1%	12
Cc1ccc(N(C(=O)CCC(=O)Nc2cc(C)on2)C(C(=O)NC2CCCC2)c2ccncc2)cc1 (centres undefined)	6	3	-5%	1	-3%	-3%	43	1.7%	-2
Cc1noc(NS(=O)(=O)c2ccc(NC(=O)c3nn(-c4ccc(F)cc4)ccc3=O)cc2)c1C	3	-4	-1%	2	-3%	-8%	-11	?	-9
Cc1cccc(C)c1NC(=S)NC(=O)c1ccccc1F	2	-3	-5%	-10	-5%	-7%	-1	0.5%	-10
Cc1ccc(NC(=O)c2ccccc2OCC(=O)c2ccccc2)cc1	4	-13	6%	2	-3%	0%	-6	0.8%	1
O=C(Oc1cccnc1)c1cc2ccccc2oc1=O	5	-4	-1%	3	-3%	-2%	6	-0.1%	0
O=C(C1CCN(C2CC(=O)N(c3ccc(F)cc3)C2=O)CC1)N1CCOCC1 (centres undefined)	2	-1	-3%	-6	-7%	-3%	-10	1.2%	-7
Cc1ccc(C(=O)CN2C(=O)C(C)Oc3ccccc32)cc1 (centres undefined)	5	13	0%	-24	7%	0%	10	-1.7%	-3
Cc1ccc(S(=O)(=O)CC(=O)Nc2nc3ccc(S(N)(=O)=O)cc3s2)cc1	2	1	-5%	13	-3%	-8%	3	0.1%	-14
CC(C)[C@H](NC(=O)C1CCN(C(=O)[C@@H]2CCCN2)CC1)C(=O)NCc1ccc(F)cc1	1	2	-3%	3	2%	2%	-15	0.4%	-4
O=C(Nc1ccc(CN2CCCCC2)cc1)c1cccc(F)c1	3	-8	-6%	0	1%	0%	9	2.4%	-12
O=C1C=C(c2cc(F)ccc2F)C[C@@H](c2ccc(F)cc2)C1	1	-5	0%	16	-4%	1%	.	-0.6%	-3
Cc1cccc(OCC(O)CN2CCN(CCN3C(=O)c4cccc5cccc(c45)C3=O)CC2)c1C (centres undefined)	0	-5	0%	-2	-3%	0%	.	-0.3%	1
O=C(CNS(=O)(=O)c1ccc(Br)s1)N1CCN(c2ncccn2)CC1	0	-6	3%	6	3%	0%	0	1.1%	-3
COc1ccc(OC)c(N(CC(=O)Nc2cccnc2)S(=O)(=O)c2ccc(C)cc2)c1	1	4	-9%	1	-3%	?	-2	-0.7%	-1
Cc1ccc2c(c1)C(=O)CC1(CCCCCC1)O2	-1	-2	2%	-3	-4%	5%	-18	-2.3%	-13
Cc1c(C(=O)NCc2ccccc2Cl)cccc1-n1cnc2cccnc21	2	-3	5%	-3	-2%	-4%	-11	1.1%	-3
COc1ccc(NC(=O)Cn2c(=O)n(CC3CCCO3)c(=O)c3cc(OC)c(OC)cc32)cc1OC (centres undefined)	0	-3	1%	-7	-4%	0%	8	-0.7%	1
CCCOc1ccc(NC(=O)Cc2ccc(S(=O)(=O)N3CCOCC3)s2)cc1OCCC	1	0	-18%	7	-4%	-5%	1	0.1%	0
O=C(CCCn1c(SCC(=O)Nc2ccccc2C(F)(F)F)nc2ccccc2c1=O)NCC1CCCO1 (centres undefined)	3	-3	2%	-8	-2%	-8%	6	0.8%	1
COc1cccc(N2CCN(C(=O)C3CCN(S(=O)(=O)c4cccc5nonc45)CC3)CC2)c1	3	-5	0%	6	0%	1%	-12	3.4%	5
CC1CCCCC1NC(=O)CN(C)S(=O)(=O)c1cccc2nsnc12 (centres undefined)	2	-10	1%	6	-4%	3%	-24	-0.9%	-2

Just D1 agonist, D2 potentiator and D1 potentiator, for 3 of the compounds above:
canonical_smiles	D1 agonist	D2 potentiator	D1 potentiator
CC1CCCCC1NC(=O)CN(C)S(=O)(=O)c1cccc2nsnc12 (centres undefined)	2	6	-10
CCCOc1ccc(NC(=O)Cc2ccc(S(=O)(=O)N3CCOCC3)s2)cc1OCCC	1	7	0
O=C(Nc1ccc(CN2CCCCC2)cc1)c1cccc(F)c1	3	0	-8

(listing goes on)
SMILES	D1 agonist	D1 potentiator	Vif-A3F inh	D2 potentiator	Glioma ERSR ind	Vif-APOBEC3G blk	D1 antagonist	RXFP1 ag	LDHA inh
COc1ccc(NC(=O)CSc2n[nH]c(=O)n2Cc2ccccc2)cc1Cl	3	-7	3%	8	0%	1%	-7	0.0%	-9
Cc1occc1C(=O)NNC(=O)c1ccccc1[N+](=O)[O-]	2	4	-4%	5	-2%	2%	8	-1.6%	-5
CCOC(=O)CC1C(=O)NCCN1C(=O)c1ccc(Cl)cc1 (centres undefined)	3	9	0%	13	-8%	1%	-2	0.1%	-5
CN1CCN(/N=C/c2nc(-c3ccccc3)n3ccccc23)CC1	-1	-6	11%	-17	0%	0%	-1	-0.3%	5
CC(Sc1nncn1C)C(=O)NCc1ccc2c(c1)OCO2 (centres undefined)	4	-8	8%	-1	3%	7%	-6	0.4%	-3
COCCCN(C(=O)c1cccnc1SC)c1c(N)n(Cc2ccccc2)c(=O)[nH]c1=O	0	-3	2%	-2	-3%	2%	-11	0.9%	-2
O=C(CCn1cnnn1)Nc1ccccc1	2&6	-1&0	7%&-6%	1&-8	-1%&-4%	0%&0%	-2&18	0.7%&6.6%	-10&-9
O=[N+]([O-])c1ccccc1C(=Nc1ccccc1)c1c(O)cc(O)cc1O	.	.	-3%	.	-4%	-25%	.	.	2
CN(CCC#N)C(=O)COC(=O)c1ccc(Cl)c(S(=O)(=O)N(C)c2ccccc2)c1	1	-1	-11%	-1	-6%	0%	-1	0.5%	-4
Cc1cc(N2CCc3ccccc32)n2ncnc2n1	.	.	4%	.	0%	0%	.	.	-1
COc1ccc(-c2nc(C(N)=O)c3[nH]c(=O)n(-c4ccccc4OC)c3n2)c(OC)c1	6	.	-30%	14	-4%	?	-1	5.1%	-1

Source: PubChem BioAssay

The list is partial, so the mix of outcomes need not match the whole.
